High-throughput results: PubChem, several laboratories
eLon inh: inhibitors of E. coli Lon protease, primary screen, biochemical, fluorescence polarization | P0A9M0 | purified E. coli Lon protease | inhibition, % at 7.94 µM | 360,000 compounds, 0.42% hits | AID 602123, 2011; in the data active means inhibition above about 13%, passing the limit was not always enough;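 further: 0% = enzyme with probe and DMSO and 100% = no enzyme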
PABP1 MLLE inh: inhibitors of PABP1 MLLE–PAM2 peptide binding, primary screen, biochemical, fluorescence polarization, FITC-PAM2, GST-MLLE | Polyadenylate-binding protein 1 (Homo sapiens), P11940 | inhibition, % at 20 µM | 360,000 compounds, 0.36% hits | AID 588489, 2011; in the data active means inhibition above about 35%, passing the limit was not always enough;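 further: plate controls were DMSO wells with GST-MLLE for no effect and wells lacking GST-MLLE protein for full effect; some results filed as inactive read as strong as hits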
Target sequence (P11940 whole entry, looked up): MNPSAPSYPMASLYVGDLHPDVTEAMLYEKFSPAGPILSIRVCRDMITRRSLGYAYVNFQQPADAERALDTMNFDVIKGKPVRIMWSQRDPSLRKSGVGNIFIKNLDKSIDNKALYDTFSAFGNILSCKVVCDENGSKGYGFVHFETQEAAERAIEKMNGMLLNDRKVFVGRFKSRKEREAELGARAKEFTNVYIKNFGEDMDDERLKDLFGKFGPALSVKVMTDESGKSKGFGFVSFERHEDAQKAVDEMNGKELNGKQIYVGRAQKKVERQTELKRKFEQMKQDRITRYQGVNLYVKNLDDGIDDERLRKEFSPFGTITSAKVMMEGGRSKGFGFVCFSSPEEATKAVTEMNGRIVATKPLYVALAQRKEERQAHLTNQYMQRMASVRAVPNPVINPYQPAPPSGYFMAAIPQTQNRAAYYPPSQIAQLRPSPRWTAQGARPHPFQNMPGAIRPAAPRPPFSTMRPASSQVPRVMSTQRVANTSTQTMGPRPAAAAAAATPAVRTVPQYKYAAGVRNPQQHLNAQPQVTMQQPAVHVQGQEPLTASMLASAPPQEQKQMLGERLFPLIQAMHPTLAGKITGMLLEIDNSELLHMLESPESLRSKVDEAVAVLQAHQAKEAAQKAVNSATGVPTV
Neddyl block: inhibitors of cullin neddylation, primary screen, biochemical, TR-FRET, uHTS, NAE and Ubc12; calls only at 25 µM; 360,000 compounds, 0.58% hits; NEDD8-conjugating enzyme Ubc12 (Homo sapiens) + NEDD8-activating enzyme E1 regulatory …; in the data active means inhibition above about 36%
MsrA inhibitor: bovine MsrA enzyme inhibitors, primary screen, biochemical, absorbance, HTS. Methionine sulfoxide reductase A (Bos taurus). purified bovine MsrA, absorbance read-out. inhibition, % at 15.5 µM. 360,000 compounds, 0.75% hits. AID 651718, 2012; in the data active means inhibition above about 4.5%;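 further: 0% = vehicle wells with enzyme and 100% = reference inhibitor wells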
Tb MetRS inh: T. brucei MetRS inhibitors, primary screen, biochemical, luminescence; methionyl-tRNA synthetase (Trypanosoma brucei brucei); purified T. brucei MetRS, ATP depletion, Kinase-Glo luminescence; inhibition, % at 11.9 µM; 360,000 compounds, 0.4% hits; AID 624268, 2012;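 active means inhibition above a per-plate cutoff of the control wells' mean inhibition plus 3 SD, cut at about 5.5% in these data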;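 further: 0% = DMSO wells median and 100% = median of wells with control inhibitor compound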
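Material: T. brucei methionyl-tRNA synthetase, purified; reagent: substrates ATP, L-methionine and bulk Escherichia coli tRNA; dosing: 11.9 µM single point; timing: 15 min plus 2 h at 25 °C; detection: luminescence of leftover ATP; evaluation: % inhibition; control set: DMSO-only wells as low control; replicates: singlicate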
Rin1-Abl PPI inh: inhibitors of Rin1-Abl protein binding, primary screen, biochemical, TR-FRET; Tyrosine-protein kinase ABL1 (Homo sapiens) + Ras and Rab interactor 1 (Homo sapiens), …; inhibition, % at 7.35 µM; 360,000 compounds, 0.4% hits; AID 588664, 2011; in the data active means inhibition above about 5%, passing the limit was not always enough
CSN inh: inhibitors of CSN-mediated cullin deneddylation, primary screen, biochemical, fluorescence polarization, uHTS. COP9 signalosome complex subunit 5 (Homo sapiens), Q92905. Purified CSN, SCF-Nedd8-OG deneddylation. inhibition, % at 12.5 µM. 360,000 compounds, 0.38% hits. AID 651999, 2013;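 active means pattern-corrected inhibition above about 35%, with an unprinted fluorescence ratio check between 0.5 and 1.5, limit read from the data, passing the limit was not always enough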;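 further: 0% = enzyme with substrate and 100% = substrate without enzyme; some results filed as inactive read as strong as hits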
Target sequence (Q92905 whole entry, looked up, one chain of several): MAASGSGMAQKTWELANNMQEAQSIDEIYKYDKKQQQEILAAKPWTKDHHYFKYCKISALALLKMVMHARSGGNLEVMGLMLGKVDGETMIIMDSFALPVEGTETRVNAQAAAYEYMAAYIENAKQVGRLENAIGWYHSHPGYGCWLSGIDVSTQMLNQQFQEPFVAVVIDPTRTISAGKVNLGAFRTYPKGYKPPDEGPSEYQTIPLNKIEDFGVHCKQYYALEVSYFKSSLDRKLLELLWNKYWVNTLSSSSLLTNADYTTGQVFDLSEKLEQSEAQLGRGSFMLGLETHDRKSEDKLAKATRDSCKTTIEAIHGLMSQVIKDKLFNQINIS
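assay system = purified human Csn5 enzyme expressed in HEK293T cells | amount = 0.24 nM enzyme | buffer or medium = Tris/NaCl/DTT buffer, pH 7.5 | reagent = 10 nM SCFSkp2-Nedd8OG | compound = one concentration, 12.5 µM, 0.25% DMSO | times = 90 min reaction at room temperature | signal = FP | read-out basis = % inhibition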
FAS TE block: FAS thioesterase domain inhibitors, primary screen, biochemical, fluorescence intensity, uHTS | recombinant FAS-TE, OMFH fluorogenic substrate, fluorescence endpoint | inhibition, % at 15 µM | 360,000 compounds, 0.67% hits | Fatty acid synthase (Homo sapiens), P49327 | AID 602261, 2012;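 active means compounds whose normalised, plate-corrected inhibition of enzyme fluorescence in the single-dose primary screen is 50% or more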;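 further: 0% = DMSO with enzyme and 100% = substrate without enzyme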
MsrA act: bovine MsrA enzyme activators, primary screen, biochemical, absorbance, HTS. purified bovine MsrA, absorbance read-out. 360,000 compounds, 0.3% hits. AID 602163, 2012. activation, % at 10.6 µM. Methionine sulfoxide reductase A (Bos taurus); in the data active means activation above about 7.5%;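 further: 0% = vehicle and 100% = reference activator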
* hit, by the source's call. An unsorted share of the library; any-hit rate near 4%.

Results for Cc1c(C(=O)N2CCNCC2)oc2ccccc12 ?
eLon inh: 2.6; PABP1 MLLE inh: 6.1; Neddyl block: inactive; MsrA inhibitor: -0.3; Tb MetRS inh: -0.1; Rin1-Abl PPI inh: 0.8; CSN inh: -1.6; FAS TE block: -7.7; MsrA act: 3.6

Results for CCCN(CCC)CCNC(=O)C(NS(=O)(=O)c1ccc2c(c1)CCC(=O)N2)c1ccccc1 (stereo not drawn) ?
eLon inh: -0.7; PABP1 MLLE inh: -10.0; Neddyl block: inactive; Tb MetRS inh: -0.6; Rin1-Abl PPI inh: 0.4; CSN inh: -1.0; FAS TE block: -1.3; MsrA act: -1.7

What do the screens show for `Cc1cccc2c(N=O)c(O)n(CCc3ccccc3)c12`?
eLon inh: -14.6; PABP1 MLLE inh: -3.3; Neddyl block: inactive; MsrA inhibitor: -0.3; Tb MetRS inh: -0.4; Rin1-Abl PPI inh: 0.6; CSN inh: 1.4; FAS TE block: -155.9; MsrA act: -4.6

Results for CSc1ccc(/C=N/NC(=O)c2cccs2)cc1 ?
eLon inh: -0.8; PABP1 MLLE inh: 4.3; Neddyl block: inactive; MsrA inhibitor: 3.4; Tb MetRS inh: -0.2; Rin1-Abl PPI inh: -3.2; CSN inh: -2.1; FAS TE block: -0.9; MsrA act: -4.4

Results for O=C(c1ccccc1)c1c[nH]c(C(=O)NCCCN2CCOCC2)c1 ?
eLon inh: 0.5; PABP1 MLLE inh: -2.1; Neddyl block: inactive; MsrA inhibitor: 1.0; Tb MetRS inh: -0.1; Rin1-Abl PPI inh: -2.4; CSN inh: 3.5; FAS TE block: -8.9; MsrA act: -2.0

How did CC1(C(=O)N2CC3(CC(c4cccc(NC(=O)CC(c5ccccc5)c5ccccc5)c4)=NO3)C[C@@H]2C(N)=O)CC1 (stereo partly drawn) do in these assays?
eLon inh: -12.2; PABP1 MLLE inh: -19.2; Neddyl block: inactive; MsrA inhibitor: -0.3; Tb MetRS inh: -0.2; Rin1-Abl PPI inh: 3.3; CSN inh: 1.3; FAS TE block: -3.7; MsrA act: -0.1

What do the screens show for `Cc1ccc2c(c1)C1CN(C)CCC1N2CC(=O)N(C)c1ccccc1` (stereo not drawn)?
eLon inh: -3.7; PABP1 MLLE inh: -107.8; Neddyl block: inactive; MsrA inhibitor: -0.9; Tb MetRS inh: -0.7; Rin1-Abl PPI inh: 0.7; CSN inh: 0.9; FAS TE block: -9.6; MsrA act: -1.3

How did Cc1ccc(C(=O)Oc2coc(CSc3nnc(NC(=O)c4cccs4)s3)cc2=O)cc1 do in these assays?
eLon inh: -5.8; PABP1 MLLE inh: 5.8; Neddyl block: inactive; MsrA inhibitor: -1.0; Tb MetRS inh: 0.1; Rin1-Abl PPI inh: -1.1; CSN inh: 5.3; FAS TE block: -10.1; MsrA act: -2.4

Results for CC(=O)Nc1ccc(NC(=O)c2ccc(COc3ccccc3Br)o2)cc1 ?
eLon inh: -1.0; PABP1 MLLE inh: -6.2; Neddyl block: inactive; MsrA inhibitor: 0.7; Tb MetRS inh: 0.1; Rin1-Abl PPI inh: -0.9; CSN inh: 1.8; FAS TE block: 0.0; MsrA act: 4.0

How did O=C(NCCN1CCOCC1)C12CC3CC(C1)CC(c1ccccc1)(C3)C2 do in these assays?
eLon inh: -7.7; PABP1 MLLE inh: 2.5; Neddyl block: inactive; MsrA inhibitor: 1.1; Tb MetRS inh: -0.7; Rin1-Abl PPI inh: -1.8; CSN inh: -11.2; FAS TE block: -2.3; MsrA act: -8.4

The list goes on; it opens with the 2 that closed the last part.
Results for CC(=O)Nc1ccc(NC(=O)c2ccc(COc3ccccc3Br)o2)cc1 ?
eLon inh: -1.0; PABP1 MLLE inh: -6.2; Neddyl block: inactive; MsrA inhibitor: 0.7; Tb MetRS inh: 0.1; Rin1-Abl PPI inh: -0.9; CSN inh: 1.8; FAS TE block: 0.0; MsrA act: 4.0

How did O=C(NCCN1CCOCC1)C12CC3CC(C1)CC(c1ccccc1)(C3)C2 do in these assays?
eLon inh: -7.7; PABP1 MLLE inh: 2.5; Neddyl block: inactive; MsrA inhibitor: 1.1; Tb MetRS inh: -0.7; Rin1-Abl PPI inh: -1.8; CSN inh: -11.2; FAS TE block: -2.3; MsrA act: -8.4

What do the screens show for `CCC(Oc1ccccc1)C(=O)Nc1ccc(S(=O)(=O)NCC2CCCO2)cc1` (stereo not drawn)?
eLon inh: -13.9; PABP1 MLLE inh: -4.8; Neddyl block: inactive; MsrA inhibitor: 0.3; Tb MetRS inh: 0.3; Rin1-Abl PPI inh: -3.8; CSN inh: -0.3; FAS TE block: -3.0; MsrA act: -0.3

Results for COc1ccc(C(c2nnnn2C(C)(C)C)N2CCN(C(=O)c3ccco3)CC2)cc1 (stereo not drawn) ?
eLon inh: 4.2; PABP1 MLLE inh: 12.6; Neddyl block: inactive; MsrA inhibitor: 0.5; Tb MetRS inh: -0.7; Rin1-Abl PPI inh: 2.6; CSN inh: -0.7; FAS TE block: -4.4; MsrA act: -7.2

What do the screens show for `CN(C)S(=O)(=O)c1cc(NC(=O)Cn2ccsc2=N)ccc1Cl`?
eLon inh: 0.2; PABP1 MLLE inh: -24.4; Neddyl block: inactive; MsrA inhibitor: 1.5; Tb MetRS inh: 0.2; Rin1-Abl PPI inh: -1.0; CSN inh: 6.1; FAS TE block: -13.9; MsrA act: -3.7

How did CCCCN1CCC(COC(=O)c2cc(Cl)c(N)c3c2OCCO3)CC1 do in these assays?
eLon inh: -9.0; PABP1 MLLE inh: 0.9; Neddyl block: inactive; MsrA inhibitor: 0.0; Tb MetRS inh: -1.0; Rin1-Abl PPI inh: -1.2; CSN inh: 4.5; FAS TE block: -0.7; MsrA act: -2.9

Results for CCOc1ccc(C(=O)Nc2ccc(NC(=O)c3cccs3)cc2)cc1[N+](=O)[O-] ?
eLon inh: -3.5; PABP1 MLLE inh: 12.1; Neddyl block: inactive; MsrA inhibitor: 0.2; Tb MetRS inh: -0.5; Rin1-Abl PPI inh: -2.0; CSN inh: -0.6; FAS TE block: -10.5; MsrA act: -2.5

How did Nc1c(N2CCCC2)c2ccccc2oc1=O do in these assays?
eLon inh: -4.1; PABP1 MLLE inh: 8.6; Neddyl block: inactive; MsrA inhibitor: 1.1; Tb MetRS inh: -1.2; Rin1-Abl PPI inh: 8.8; CSN inh: 2.2; FAS TE block: -5.6; MsrA act: -7.0

How did COC(=O)COn1c(SCC(=O)OC)nc2ccccc2c1=O do in these assays?
eLon inh: 2.7; PABP1 MLLE inh: 0.4; Neddyl block: inactive; MsrA inhibitor: 0.0; Tb MetRS inh: -1.6; Rin1-Abl PPI inh: 0.6; CSN inh: -4.0; FAS TE block: -8.7; MsrA act: -11.4

What do the screens show for `CSCCC(NC(=O)COc1ccccc1)C(=O)OCc1ccc([N+](=O)[O-])cc1` (stereo not drawn)?
eLon inh: 5.3; PABP1 MLLE inh: 21.4; Neddyl block: inactive; MsrA inhibitor: -0.7; Tb MetRS inh: -0.2; Rin1-Abl PPI inh: 6.7; CSN inh: -2.0; FAS TE block: 46.6; MsrA act: -6.2

Results for CSCC[C@H](NC(=O)N1CCn2c1nc1ccccc12)C(=O)N[C@H](Cc1ccccc1)C(=O)O ?
eLon inh: -2.0; PABP1 MLLE inh: -1.2; Neddyl block: inactive; MsrA inhibitor: -1.0; Tb MetRS inh: 0.0; Rin1-Abl PPI inh: 1.9; CSN inh: 1.9; FAS TE block: -1.4; MsrA act: -1.1

Results for O=C(Cn1cc(-c2nnnn2-c2ccc(Cl)cc2)c(=O)c2ccccc21)c1ccccc1 ?
eLon inh: 0.5; PABP1 MLLE inh: 0.1; Neddyl block: inactive; MsrA inhibitor: -1.1; Tb MetRS inh: -0.7; Rin1-Abl PPI inh: -7.1; CSN inh: -2.7; FAS TE block: 3.1; MsrA act: 2.1

What do the screens show for `CCOCCCNC(=O)CN1C(=O)COc2ccc(S(=O)(=O)N3CC(C)CC(C)C3)cc21` (stereo not drawn)?
eLon inh: 7.5; PABP1 MLLE inh: 4.9; Neddyl block: inactive; MsrA inhibitor: -0.6; Tb MetRS inh: -0.2; Rin1-Abl PPI inh: -0.4; CSN inh: -1.4; FAS TE block: -0.1; MsrA act: 1.4

How did Cc1nc2ccccc2c2oc(C(=O)NCc3ccc4c(c3)OCO4)cc12 do in these assays?
eLon inh: -13.4; PABP1 MLLE inh: -3.3; Neddyl block: inactive; MsrA inhibitor: -0.7; Tb MetRS inh: 0.1; Rin1-Abl PPI inh: 0.4; CSN inh: 0.9; FAS TE block: 0.9; MsrA act: -0.5

How did CCCCCNC(=O)c1ccc2c(=O)n(CCCOCC)c(=S)[nH]c2c1 do in these assays?
eLon inh: 1.1; PABP1 MLLE inh: -55.3; Neddyl block: inactive; MsrA inhibitor: -0.6; Tb MetRS inh: -0.1; Rin1-Abl PPI inh: 0.5; CSN inh: 4.9; FAS TE block: 0.4; MsrA act: -1.0

What do the screens show for `COc1ccc(-c2nnnn2C(C)C)cc1`?
eLon inh: -4.7; PABP1 MLLE inh: 8.7; Neddyl block: inactive; MsrA inhibitor: 1.2; Tb MetRS inh: -0.5; Rin1-Abl PPI inh: 1.4; CSN inh: 5.0; FAS TE block: -4.7; MsrA act: -2.2

Results for COc1cc(C(=O)COC(=O)c2c(C)noc2C)cc(OC)c1OC ?
eLon inh: 4.2; PABP1 MLLE inh: 6.1; Neddyl block: inactive; MsrA inhibitor: 1.6; Tb MetRS inh: -0.5; Rin1-Abl PPI inh: 1.9; CSN inh: -2.5; FAS TE block: 0.6; MsrA act: -4.2

Results for COC(=O)c1ccc(S(=O)(=O)N2Cc3ccccc3C2)cc1 ?
eLon inh: 1.3; PABP1 MLLE inh: 6.6; Neddyl block: inactive; MsrA inhibitor: 0.6; Tb MetRS inh: 0.2; Rin1-Abl PPI inh: -1.9; CSN inh: -9.9; FAS TE block: 10.1; MsrA act: -1.0

Results for C/C(=C\c1ccc(C)o1)C(=O)c1c(C)cc(C)[nH]c1=O ?
eLon inh: -2.9; PABP1 MLLE inh: 6.8; Neddyl block: inactive; MsrA inhibitor: 7.3*; Tb MetRS inh: -0.1; Rin1-Abl PPI inh: 0.9; CSN inh: 3.5; FAS TE block: -9.8; MsrA act: -7.5

How did COCCN(C(=O)COC(=O)Cc1cccc(OC)c1)c1c(N)n(CC(C)C)c(=O)[nH]c1=O do in these assays?
eLon inh: 3.8; PABP1 MLLE inh: 4.9; Neddyl block: inactive; MsrA inhibitor: -0.6; Tb MetRS inh: -0.1; Rin1-Abl PPI inh: -2.0; CSN inh: 6.1; FAS TE block: -10.3; MsrA act: -3.3
